EPAC1 antag – qHTS for Antagonist of cAMP-regulated guanine nucleotide exchange factor 3 (EPAC1): primary screen | EPAC1 GEF assay, Rap1b-BODIPY-GDP exchange fluorescence | Potency, µM (titrated, usually from 115 µM), for inactives: at the top dose activity change, negative = inhibition, hits mostly inhibitors | hit rate 0.14% among 360,000 | AID 720709, 2013;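 note: plate controls were vehicle for no effect and positive control for full effect; nearly all actives have a fitted effect of over 50% in size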
EPAC1 ag – qHTS for Agonist of cAMP-regulated guanine nucleotide exchange factor 3 (EPAC1): primary screen; Rap guanine nucleotide exchange factor 3 (Homo sapiens), O95398; EPAC1 agonist qHTS, biochemical assay; response scale: 100% = response to 6.5 mM cAMP; Potency, µM (top dose mostly 154 µM), for inactives: at the top dose activation, usual class: activators; hit rate 0.073% among 360,000; AID 720707, 2013; note: nearly all actives have a fitted effect of over 60% in size
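Nucleotide exchange by EPAC1 (100 nM) on Rap1B–BODIPY-GDP (250 nM) in the presence of 50 uM GDP is tracked fluorescently at 480/540 nm over 30 min. Signals are normalized to a 6.5 mM cAMP control.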
EPAC2 antagonist – qHTS for Antagonist of cAMP-regulated guanine nucleotide exchange factor 2 (EPAC2): primary screen; EPAC2 GEF exchange of Rap1B-BODIPY-GDP, fluorescence; AID 720708, 2013; Potency, µM (series often up to 114 µM), inactives show at the top dose activity, negative = inhibition, hits mostly inhibitors; hit rate 0.18% among 360,000; Rap guanine nucleotide exchange factor 4 (Homo sapiens), Q8WZA2; note: % is set by controls: 0 for no effect and ±100 for the full control effect; nearly all actives have a fitted effect of over 45% in size; many of its hits are not listed in these tables
TDP43 rescue – qHTS of TDP-43 Inhibitors | TDP-43 expressing yeast growth rescue, BacTiter-Glo, 24 h | Potency, µM (titrated, usually from 46.1 µM), without a hit: at the highest dose growth rescue (activation), actives largely listed as activators | hit rate 1.8% among 410,000; note: % of control where 0% means no effect; nearly all actives have a fitted effect of over 50% in size
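Growth rescue of TDP-43-toxic yeast measured as ATP luminescence (BacTiter-Glo). Cells grown to mid-log in raffinose, induced in galactose at OD600=0.02, exposed to compound 24 hr at 30 deg C.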
EPAC2 ag – qHTS for Agonist of cAMP-regulated guanine nucleotide exchange factor 4 (EPAC2): primary screen | Rap guanine nucleotide exchange factor 4 (Homo sapiens), Q8WZA2 | EPAC2 activation, biochemical qHTS; response scale: 100% = 6.5 mM cAMP response | Potency, µM (series often up to 154 µM), for inactives: top-dose activation, usual class: activators | hit rate 0.079% among 360,000; note: nearly all actives have a fitted effect of over 50% in size
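Nucleotide exchange monitored as fluorescence drop when BODIPY-GDP leaves Rap1B. Reaction: 100 nM EPAC2, 250 nM RAP1B-BODIPY-GDP, 50 uM GDP, room temperature, kinetic read over 30 min. Activity expressed relative to 6.5 mM cAMP.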
PTHR1 agonist – qHTS for PTHR1 Agonists: Primary Screen; AID 743266, 2014; HEK293 GP2 PTHR1 cells, GloSensor cAMP luminescence, 1 h; Potency, µM (highest dose often 115 µM), without a hit: at the top dose activation, hits mostly activators; Parathyroid hormone/parathyroid hormone-related peptide receptor (Homo sapiens), Q03431; hit rate 0.075% among 410,000; note: nearly all actives have a fitted effect of over 55% in size; some results filed as inactive show a strong effect at the top dose; inactives centre near -15; many of its hits are not listed in these tables
Target sequence (Q03431 whole entry, looked up): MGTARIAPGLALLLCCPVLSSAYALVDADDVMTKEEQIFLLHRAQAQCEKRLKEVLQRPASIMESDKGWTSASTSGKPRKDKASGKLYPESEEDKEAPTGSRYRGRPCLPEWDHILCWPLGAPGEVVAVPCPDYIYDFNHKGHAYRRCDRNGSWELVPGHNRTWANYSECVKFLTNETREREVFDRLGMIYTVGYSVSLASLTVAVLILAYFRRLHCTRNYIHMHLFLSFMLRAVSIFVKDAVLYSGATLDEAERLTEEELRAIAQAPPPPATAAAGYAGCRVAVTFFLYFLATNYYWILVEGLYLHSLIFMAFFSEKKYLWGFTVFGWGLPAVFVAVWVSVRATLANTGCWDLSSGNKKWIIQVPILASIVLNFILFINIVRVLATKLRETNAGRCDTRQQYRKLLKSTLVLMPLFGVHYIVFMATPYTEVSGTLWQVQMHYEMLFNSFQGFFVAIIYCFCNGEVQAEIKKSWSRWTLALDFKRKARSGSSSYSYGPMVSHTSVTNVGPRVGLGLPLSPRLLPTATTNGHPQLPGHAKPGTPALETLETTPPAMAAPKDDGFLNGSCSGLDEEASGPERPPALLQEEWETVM
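HEK-293-derived GP2 cells expressing PTHR1 and a GloSensor cAMP reporter, 3,000/well, plated overnight, given luciferin plus IBMX (each 0.5 mM as added) for 1 h at 37 °C, then compound for 1 h at 37 °C. Luminescence was read after 15 min at room temperature.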
FUS suppressor – qHTS for Suppressors of FUS Proteinopathy: Primary screen using FUS-linked yeast assay; S. cerevisiae FUS-expressing, growth rescue, OD600, 24 h; Potency, µM (highest dose often 76.6 µM), for the others: at the highest dose growth rescue (activation), usual class: activators; hit rate 0.24% among 390,000; AID 1347120, 2019;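 note: plate controls were DMSO vehicle for no effect and reference control for full effect; nearly all actives have a fitted effect of over 55% in size; some results filed as inactive show a strong effect at the top dose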
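Read-out: OD at 600 nm after 24hr at 30C, reporting rescue of FUS-induced yeast toxicity. Cells at OD 0.005 in galactose (2%) minimal medium; compounds tested in a dilution series; CP55940 titration from 92uM final as control.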
aSyn yeast inh – qHTS of alpha-syn Inhibitors; Potency, µM (series often up to 46.1 µM), for inactives: at the highest dose growth rescue (activation), actives largely listed as activators; hit rate 0.14% among 370,000; Yeast expressing alpha-synuclein, growth rescue, BacTiter-Glo, 24 h; note: % of control where 0% means no effect; nearly all actives have a fitted effect of over 65% in size
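Galactose-induced alpha-syn yeast (OD600=0.02, raffinose-pregrown) + pinned cpd, 24 hr, 30 deg C; growth by BacTiter-Glo luminescence. Growth restoration scores as activation.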
Numbers without * were called inactive; i = inactive; ? = inconclusive; · = not tested or not shown; [ ] = remark or other dose. Calls come from the whole dose curve; as a rule, active = well fitted curve in the direction sought with a large enough effect; inconclusive = small, poorly fitted or top-dose-only effect, or another doubt; inactive = no such curve, though single readings can be large; an effect the other way counts as inactive or inconclusive. Potency is the fitted concentration of half-maximal effect. Some of the compounds tested; rates above refer to the full screens.

canonical_smiles | EPAC1 antag | EPAC1 ag | EPAC2 antagonist | TDP43 rescue | EPAC2 ag | PTHR1 agonist | FUS suppressor | aSyn yeast inh
O=C1CCCN1c1ccc(S(=O)(=O)NCCOc2ccccc2)cc1 | -10% | 3% | -4% | -13% | 1% | ? | 23% | -5%
CN(C)CCCN(Cc1ccccc1)C(=S)Nc1ccc(SC(F)F)cc1 | -8% | 9% | -8% | 28% | 9% | i | -15% | 1%
COc1ccc2c(CC(=O)Nc3nnc(C4CC4)s3)coc2c1 | 4% | -8% | -1% | -10% | 9% | -2%[57.5 µM] | 41% | 0%
CN(C)CC/C=C1/c2ccccc2Sc2c(O)cc(Cl)cc21 | -1% | 1% | 35µM* | 10% | 10% | -35%[inhibitor][57.5 µM] | 16% | 2%
CCCc1cc(=O)n2[nH]c(NCc3ccc(OC)cc3)nc2n1 | -6% | 4% | -3% | 22%[9.22 µM] | 4% | i | 15% | -20%
Cc1cc(NC(=O)C(C)SCC(=O)Nc2cc(Cl)ccc2N2CCN(C)CC2)no1 (configuration not stated) | -20% | -27% | -7% | -3% | 5% | -5% | 19% | -1%
CCCCC(c1nnnn1C1CCCC1)N1CCN(C2CCCCC2)CC1 (configuration not stated) | -8% | 10% | -2% | 0% | 13% | -28%[57.5 µM] | 1% | -2%
CCNC(=S)Nc1ccc(Cl)cc1Cl | -24% | 1% | -1% | 17% | 5% | -15% | · | 1%
CC(OC(=O)c1cc(Br)ccc1O)C(=O)NCc1ccc2c(c1)OCO2 (configuration not stated) | -3% | -2% | 3% | -4% | 1% | -23% | 9% | -3%
COc1ccc(CCNC(=O)C2CCN(C(=O)c3ccc(C(C)(C)C)cc3)CC2)cc1OC | 3% | 5% | -8% | 1% | 8% | -48%[inhibitor] | 23% | -2%
Cc1nc(NC(=O)C(C)(C)C)sc1-c1nc(N)sc1-n1cc(-c2ccccc2)nn1 | -2% | 0% | 2% | 7% | 5% | i | 5% | 2%
CN(CC(=O)Nc1ccc(F)c(F)c1F)C(=O)CC1CCCCC1 | -4% | -4% | -1% | -21% | 9% | i | · | 4%
CCC1(C)C2(C#N)C(N)=NC(OC)(OC)C12C#N (configuration not stated) | -24% | -1% | 0% | -3% | 4% | -38%[inhibitor] | · | -1%
O=C1NCCN1CCNS(=O)(=O)c1ccc2ccccc2c1 | 14% | 2% | 2% | -15% | 2% | i | 14% | 2%
CC(NC(=O)COC(=O)C1CC2CCCC(C1)C2=O)c1ccccc1 (configuration not stated) | ? | 8% | -11% | 2% | 6% | i | -10% | -5%
Cn1c(COc2ccccc2)nnc1SCC(=O)NNC(=O)C1CCCCC1 | 7% | 0% | 5% | -10%[9.22 µM] | 9% | i | 6% | 0%
Cc1ccc(CNc2oc(COc3ccccc3Cl)nc2C#N)cc1 | -13% | -3% | -6% | 2% | 4% | -14% | 2% | 10%
CCN1CCN(C(=O)N(Cc2ccc(Cl)cc2)S(=O)(=O)c2ccc(C)cc2)CC1 | 1% | -7% | -2% | 23% | 2% | i | -12% | -1%
O=S1(=O)NC(c2ccccc2)CC(CC2CCCCC2)O1 (configuration not stated) | -12% | 3% | ? | ? | 16% | -21% | 5% | 2%
Cc1c(NC(=S)NC(NC(=O)CC(C)C)C(Cl)(Cl)Cl)c(=O)n(-c2ccccc2)n1C (configuration not stated) | -2% | -11% | 6% | 0% | -12% | i | · | 1%
Cc1cc(NC(=O)c2ccco2)ncc1NC(=O)CCc1ccccc1 | -6% | 0% | 1% | 25% | -2% | i | 17% | 3%
CCCCCC(=O)N1CC2(CC(c3cccc(NC(=O)CC)c3)=NO2)C[C@H]1C(N)=O (some centres not stated) | 10% | 7% | 14% | 15% | 5% | i | 2% | 1%
CC(C)(C)OC(=O)C[C@H]1C/C=C\C[C@@H](CC(=O)N[C@@H](CO)Cc2ccccc2)C(=O)N2CCC[C@H]2COC1=O | 13% | -15% | 25% | -22% | -3% | -3% | 20% | -21%
Cc1ccc(CNS(=O)(=O)c2cccc3nsnc23)cc1 | -14% | 11% | -1% | ? | 3% | -8% | 3% | 13%
CC1CCCC(NC(=O)c2ccc3c(=O)n(CC4CCCO4)c(=O)[nH]c3c2)C1C (configuration not stated) | -8% | 4% | -8% | -13% | 7% | -14%[57.5 µM] | 8% | -2%
c1csc(Cc2nc(-c3ccc(-n4cccc4)cc3)no2)c1 | 2% | -6% | -13% | 7% | 14% | -64%[inhibitor] | -21% | 2%
Cc1cc(C)c(S(=O)(=O)NCCCn2ccnc2)cc1C | 3% | 3% | 19% | -9% | 5% | 6% | 21% | -3%
CC(C)CNC(=O)Cn1nc(C(F)(F)F)c2c1CCCC2 | 8% | -8% | 1% | -10%[0.397 µM] | -4% | i | -5% | 1%
O=C(CSc1ccccc1C(=O)O)NCc1ccccc1 | 2% | -4% | -3% | -5% | 11% | -6% | 6% | -11%
CC(C)(C)SCCNC(=O)c1cccc([N+](=O)[O-])c1 | -4% | 0% | 0% | 20% | -12% | -7% | -17% | 4%
O=C(NC1(O)C(=O)c2ccccc2C1=O)c1c(Cl)cccc1Cl | 50µM* | -3% | ? | 0% | 29% | i | 9% | -1%
O=C(CCSc1ccc(Cl)cc1)N1CCN(c2ncccn2)CC1 | -5% | 5% | -4% | ? | 5% | i | 17% | 10%
CCC(CC)C(=O)Nc1nnc(S(=O)(=O)N2CCCC2)s1 | -12% | -6% | 5% | 22% | 6% | -9% | 4% | 1%
COc1cc(N/C(N)=N/c2nc(C)cc(C)n2)c(OC)cc1Cl | -7% | -4% | 2% | -12% | 7% | -11% | 17% | 0%
CCC1CCCCN1CCCNC(=O)c1ccc(CS(=O)(=O)Cc2ccccc2F)o1 (configuration not stated) | -5% | 6% | 22µM* | -8% | -1% | i | -7% | -2%
CCOc1ccc(N(C(=O)c2ccccc2Cl)C2=NC(C)(C)CS2)cc1 | -21% | -5% | -17% | -1% | 2% | -13% | 18% | 8%
O=C(NCCc1ccccc1)C1CCN(S(=O)(=O)c2ccc(Br)s2)CC1 | -19% | -7% | -1% | 4% | 5% | -25% | · | 10%
O=C(Cc1cccs1)Nc1ccc(-c2nc3ccccc3[nH]2)cc1 | -7% | 1% | 3% | -10% | 0% | -12%[57.5 µM] | 5% | -15%
CC(c1ccccc1)n1cc(C(=O)NCCN2CCOCC2)nn1 (configuration not stated) | -1% | -2% | -3% | -9% | 7% | -24%[57.5 µM] | 12% | -1%
O=C(CSCc1c(F)cccc1Cl)NCc1ccco1 | 10% | 0% | 23% | -1% | -1% | -22% | -6% | 2%
CCCCn1c(C)cc2cc(O)ccc21 | -6% | -5% | -4% | 5% | -15% | i | -7% | 17%
CC1CCCC(NC(=O)Cn2cc(C(F)(F)F)cc(Cl)c2=O)C1C (configuration not stated) | -24% | 15% | 2% | -8% | 2% | i | -23% | 2%
CC(C)(C)c1ccc(C(=O)n2cnc3ccccc32)cc1 | 2% | 12% | 1% | ? | 17% | -3% | 3% | 0%
COc1ccc(CN2C(=O)c3cccnc3C2=O)cc1S(=O)(=O)NCc1ccco1 | -5% | -6% | 0% | 13% | 4% | i | -1% | 1%
O=C(NCCCc1ccccc1)c1cccc(NC(=O)C2CCCCC2)c1 | -14% | 0% | -15% | 17% | 6% | i | 22% | 11%
CCOc1ccc(NS(=O)(=O)c2ccc(NC(=O)C3CCCO3)cc2)cc1 (configuration not stated) | -22% | 14% | -10%[57.1 µM] | 1% | -2% | -11%[57.5 µM] | -7% | 10%
COc1ccc(OCC(=O)N/N=C\c2ccco2)cc1 | -2% | -2% | -1% | 13% | 4% | i | -34% | 0%
Cc1ccc(NS(=O)(=O)c2ccc(NC(=O)c3ccc(Br)o3)cc2)c(C)c1 | -15% | 16% | -12% | 4% | 17% | -19% | 22% | 6%
Cc1oc(-c2ccoc2)nc1CN(Cc1ccccc1)CC1CC1 | 1% | 6% | -23% | 8% | 11% | i | -19% | -14%
COc1ccc(N2CCN(C(=O)CN3CCN(c4nc(-c5ccc(F)cc5)cs4)CC3)CC2)cc1 | -12% | 16% | -3% | ? | 3% | -33%[inhibitor] | 17% | 3%
Cn1cnnc1SC(C(=O)Nc1cc(Cl)cc(Cl)c1)c1ccccc1 (configuration not stated) | -4% | 9% | -2% | -4% | -10% | -46%[inhibitor][57.5 µM] | 18% | 10%
Cc1ccc(NS(=O)(=O)c2cc(C(=O)Nc3cccc([N+](=O)[O-])c3)ccc2C)cc1 | -9% | 6% | -3% | 26% | 7% | -28% | · | 8%
CCCCNCc1ccc(OCc2ccc(Cl)nc2)c(OC)c1 | -12% | 12% | 3% | -4% | 7% | -10% | 1% | 1%
Cc1ccc(NNC(=O)c2ccno2)c(C)c1 | -3% | -3% | -1% | -5%[1.82 µM] | 2% | -6% | 1% | 1%
Cc1ccc(C(=O)N/N=C\c2cccnc2)s1 | 14% | 6% | -1% | 13% | 10% | i | 27% | 0%
CCC(CC)c1nnc(NC(=O)c2cccc(S(=O)(=O)N3CCc4ccccc43)c2)s1 | 7% | 14% | -1% | -14% | 12% | -21% | 37% | 1%
CCOC(=O)c1nn(-c2ccccc2)c2nc(Nc3ccccc3)cc(=O)n12 | 9% | -12% | 6% | 15% | 7% | i | 7% | 6%
CC(C)(C)C(=O)Nc1ccccc1C(=O)Nc1cc(Cl)ccc1Cl | -3% | 13% | -1%[57.1 µM] | 22µM* | 7% | i | 3% | -1%
COCCNS(=O)(=O)c1ccc2c3c(cccc13)C(=O)N2C | -5% | 6% | 6% | 4%[9.22 µM] | 9% | -2% | 30% | -1%

Profiles from above. Order of values: EPAC1 antag | EPAC1 ag | EPAC2 antagonist | TDP43 rescue | EPAC2 ag | PTHR1 agonist | FUS suppressor | aSyn yeast inh
`O=C(CCSc1ccc(Cl)cc1)N1CCN(c2ncccn2)CC1` is listed with -5% | 5% | -4% | ? | 5% | i | 17% | 10%
`CC(NC(=O)COC(=O)C1CC2CCCC(C1)C2=O)c1ccccc1` (configuration not stated) is listed with ? | 8% | -11% | 2% | 6% | i | -10% | -5%
`O=C1NCCN1CCNS(=O)(=O)c1ccc2ccccc2c1` is listed with 14% | 2% | 2% | -15% | 2% | i | 14% | 2%

Compound activity from PubChem.
